Screening data as filed in PubChem.
RXFP1 antagonist = qHTS Assay for Antagonists of the Relaxin Receptor RXFP1 | activity change, negative = inhibition, % at 57.5 µM | actives 0.59% (n = 350,000) | HEK293-RXFP1, relaxin-stimulated cAMP HTRF, 30 min; active compounds read low | Relaxin receptor 1 (Homo sapiens), Q9HBX9;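 active = activity change of -60% or lower, but not beyond a set lower limit; inconclusive = change between -60% and -40%, or beyond the set limit; inactive = change above -40%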; also: % is scaled to controls: 0 for no effect and ±100 for the full control effect
TRHR ag = qHTS for Small Molecule Agonists and Allosteric Enhancers of Human TRH Receptor: Primary Screen for Agonists; Thyrotropin-releasing hormone receptor (Homo sapiens), P34981; TRHR cells, calcium flux fluo-8, FDSS agonist mode; activation, % at 2 µM; actives 0.18% (n = 360,000); in the data active = activation above about 30%; also: 0% is about no effect
Target sequence (P34981 whole entry, looked up): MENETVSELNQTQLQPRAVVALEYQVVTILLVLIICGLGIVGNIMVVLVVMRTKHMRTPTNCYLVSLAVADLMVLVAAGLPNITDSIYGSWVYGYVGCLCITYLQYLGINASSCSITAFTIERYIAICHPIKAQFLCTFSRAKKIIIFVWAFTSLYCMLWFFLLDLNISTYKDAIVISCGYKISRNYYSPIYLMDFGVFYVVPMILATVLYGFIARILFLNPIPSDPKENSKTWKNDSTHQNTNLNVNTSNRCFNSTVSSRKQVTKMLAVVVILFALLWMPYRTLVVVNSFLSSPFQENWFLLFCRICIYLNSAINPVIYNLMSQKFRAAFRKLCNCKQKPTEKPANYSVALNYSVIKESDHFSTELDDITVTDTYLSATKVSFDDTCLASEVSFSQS
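Read-out: compound-evoked intracellular calcium rise in TRHR cells, fluo-8 dye, kinetic FDSS fluorescence at 1 s/cycle following a 10-cycle baseline. Cells cultured overnight before dye loading (30 min–1.5 h, RT).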
RXFP1 ag = qHTS Assay for Agonists of the Relaxin Receptor RXFP1; HEK293T-RXFP1 cAMP TR-FRET, 30 min; response scale: percent of porcine relaxin response, buffer zero; actives 0.3% (n = 370,000); AID 2676, 2010; Relaxin receptor 1 (Homo sapiens), Q9HBX9; Potency, µM (series often up to 57.5 µM), inactives show top-dose activation, hits mostly activators; also: potency is read from the fitted curve at half-maximal effect; % is scaled to controls: 0 for no effect and ±100 for the full control effect; nearly all actives have a fitted effect of over 60% in size; many of its hits are not listed in these tables
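cAMP rise read by TR-FRET after 30 min, 37C compound exposure (up to 58 uM) in RXFP1-transfected HEK293 cells with Ro 20174 present. EC50 from Hill-equation fits, with 29 nM porcine relaxin as 100% and buffer as basal.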
D1 agonist = Allosteric Agonists of the Human D1 Dopamine Receptor: qHTS; HEK293 T-REx D1 cells, calcium flux, agonist mode; activation, % at 2 µM; actives 1% (n = 360,000); AID 504660, 2011; in the data active = activation above about 30%; also: 0% is about no effect
Target sequence (P21728 whole entry, looked up): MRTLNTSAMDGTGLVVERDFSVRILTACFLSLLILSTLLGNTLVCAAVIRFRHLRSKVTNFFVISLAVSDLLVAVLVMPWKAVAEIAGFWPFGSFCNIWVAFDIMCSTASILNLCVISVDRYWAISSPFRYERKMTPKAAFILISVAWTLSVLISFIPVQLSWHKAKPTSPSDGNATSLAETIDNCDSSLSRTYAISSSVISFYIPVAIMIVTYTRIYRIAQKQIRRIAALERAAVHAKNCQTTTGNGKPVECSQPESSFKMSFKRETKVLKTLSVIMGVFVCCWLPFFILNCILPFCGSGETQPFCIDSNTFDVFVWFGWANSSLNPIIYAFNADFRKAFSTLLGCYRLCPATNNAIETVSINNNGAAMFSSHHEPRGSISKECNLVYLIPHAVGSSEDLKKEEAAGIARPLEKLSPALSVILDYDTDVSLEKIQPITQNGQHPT
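Agonism was scored from calcium flux recorded over 180 s (1 read/s) after pintool compound addition, following a 10-cycle baseline. Cells were inducible force-coupled HEK293 TREx D1, plated overnight at 30 C and loaded with no-wash calcium dye.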
TRHR PAM = qHTS for Small Molecule Agonists and Allosteric Enhancers of Human TRH Receptor: Primary Screen for Enhancers | Thyrotropin-releasing hormone receptor (Homo sapiens), P34981 | TRHR cells, fluo-8 calcium fluorescence, EC20 TRH enhancement | enhancement, % at 2 µM | actives 0.66% (n = 360,000) | AID 493056, 2011; in the data active = enhancement above about 30%; also: 0% is about no effect
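TRHR-expressing cells loaded with fluo-8 calcium dye were read kinetically (ex 480/em 530) during compound addition, then stimulated with an EC20 of TRH (10 nM final). Enhancement of the Gq-mediated intracellular calcium response was scored.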
D1 antag = Antagonist of Human D 1 Dopamine Receptor: qHTS | AID 504652, 2011 | D(1A) dopamine receptor (Homo sapiens), P21728 | HEK293 TREx D1 cells, calcium flux, dopamine EC80; active compounds read low | actives 3.2% (n = 360,000) | activity change, negative = inhibition, % at 10 µM; in the data active = activity change below about -30%; also: % is scaled to controls: 0 for no effect and ±100 for the full control effect
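Kinetic fluorescence of a calcium dye serves as the read-out. D1-expressing Hek293 Trex cells, induced overnight at 30 C, are exposed to compound for 180 s before an EC80 dopamine addition, then read 180 s further.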
D1 PAM = Potentiators of Human D1 Dopamine Receptor: qHTS. D(1A) dopamine receptor (Homo sapiens), P21728. HEK293 TREx D1 cells, calcium flux, dopamine EC20 potentiation. potentiation, % at 10 µM. actives 0.036% (n = 360,000); in the data active = potentiation above about 30%; also: 0% is about no effect
D2 PAM = HTS Assay for Positive Allosteric Modulators of the Human D2 Dopamine Receptor: Primary Screen for Potentiators; D(2) dopamine receptor (Homo sapiens), P14416; HEK293 T-REx D2, calcium flux, EC20 dopamine potentiation; potentiation, % at 10 µM; actives 0.34% (n = 340,000); AID 485347, 2010;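 active = potentiation over 3 SD above the plate norm, cut at about 30% in these data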; also: 0% is about no effect
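Potentiation of an EC20 dopamine calcium response measured kinetically over 180 s, after a preceding 180 s compound-only read flagging agonists. Cells: inducible Hek293 Trex D2 line, 4000/well, cultured overnight at 30 C before dye loading.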
Apoferritin bind = qHTS Assay for Identification of Novel General Anesthetics; Ferritin light chain (Equus caballus), P02791; apoferritin/1-aminoanthracene competitive binding, fluorescence; Potency, µM (series often up to 77.5 µM), without a hit: at the highest dose activity change, negative = displacement, actives largely listed as inhibitors; actives 0.074% (n = 350,000); also: potency is read from the fitted curve at half-maximal effect; % is scaled to controls: 0 for no effect and ±100 for the full control effect; nearly all actives have a fitted effect of over 20% in size
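Concentration-response curves derived by four-parameter Hill fitting of normalized fluorescence, where compounds displaced 1-AMA from 10 uM horse apoferritin following a brief 10 min room-temperature incubation; propofol titration acted as positive control.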
An asterisk follows results filed as active; ? = inconclusive; . = no result given; [ ] = another dose, or the depositor's remark. Unless noted, calls follow the shape of the dose curve; as a rule, active = well fitted curve in the direction sought with a large enough effect; inconclusive = small, poorly fitted or top-dose-only effect, or another doubt; inactive = no such curve, though single readings can be large; an effect the other way counts as inactive or inconclusive. An excerpt (hit frequency here may not be typical).

SMILES	TRHR PAM	RXFP1 antagonist	D1 PAM	D2 PAM	D1 agonist	Apoferritin bind	RXFP1 ag	TRHR ag	D1 antag
CCC(=O)N1CCCc2cc(S(=O)(=O)N3CCC(C(=O)Nc4ccccc4CC)CC3)ccc21	-5	-12	-6	6	1	39%[activator]	-0.2%	-0.2	-4
S=C(NCCCN1CCOCC1)Nc1ccc(Nc2ccccc2)cc1	-3	-20	-1	-8	1	?	-1.8%	0.6	.
O=C1NC(c2ccncc2)Nc2sc3c(c21)CCCC3 (stereo not drawn)	-7	-9	-8	-2	1	0%	-0.3%	0.6	3
Cc1cc(C(=O)COc2ccc3ccc(=O)oc3c2)c(C)n1C	-16	-4	10	-4	1	-7%	4.5%	0.2	9
O=C1c2ccccc2NC(c2ccc3c(c2)OCCO3)N1c1ccc2c(c1)OCCO2 (stereo not drawn)	1	-20	-2	21	0	54%[activator]	0.0%	-0.8	11
CNC(=S)N/N=C/c1cc(C)ccc1C	9	2	-1	-2	-3	-11%	0.1%	-1.5	9
Cc1cc(C)c(C#N)c(N2CCN(CCOc3ccc(Cl)cc3)CC2)n1	12	-26	-2	-24	6	-4%	-0.3%	0.7	4
CCC(=O)NC(=S)Nc1cccc(NC(=O)c2ccccc2)c1	-2	-1	-6	7	0	-9%	-0.2%	-0.1	10
O=[N+]([O-])c1cccc(-c2ccc(/C=N/NC(=S)NCc3ccco3)o2)c1	3	-15	-2	-7	1	-11%	-2.1%	-0.1	-13
C[N+]1(CC(=O)OCCCC2CCCCC2)CCCC1	4	-4	2	2	5	-11%	2.3%	0.3	6
Cc1cc(C)c(S(=O)(=O)Nc2c(C)[nH]c(=O)[nH]c2=O)c(C)c1	-4	-25	-5	-6	0	-7%	2.2%	0.2	-1
CNC(=O)/C(C#N)=C/c1c(N2CCN(c3cccc(Cl)c3)CC2)nc2c(C)cccn2c1=O	-20	1	9	-12	2	-6%	5.2%	0.1	-18
O=C(COc1ccc(Cl)cc1)NCC(c1ccco1)S(=O)(=O)c1ccc(F)cc1 (stereo not drawn)	-4	-2	-4	11	-3	-21%	3.5%	-0.3	.
O=c1[nH]c(CSc2nnc(Nc3ccccc3)s2)nc2ccccc12	-7	7	-3	-2	0	-2%	4.8%	0.3	9
COc1ccccc1NC(=O)CSc1nc(O)c(Cc2ccccc2)c(=O)[nH]1	18	-5	-8	2	0	-3%	-0.9%	0.2	-14
CCCCSc1nc2c(c(C(F)(F)F)c1C#N)CCC2	0	-12	-4	1	-1	?	2.8%	0.2	13
CCCOc1ccc(C(=O)N(Cc2cccs2)c2ccc(C)cc2)cc1	1	.	0	2	23	177%[activator]	0.4%	2.6	-23
Cc1cc(C)c(NC(=O)CNC(=O)COC(=O)Cc2ccccc2C)c(C)c1	5	21	-1	22	7	.	-1.1%	0.6	-5
Cc1nn2c(NCCN(C)C)c3c(nc2c1-c1ccccc1)CCC3	0	-1	0	-21	1	-5%	0.0%	-0.1	9
CC(=O)NCc1cc(-c2ccc(Cl)cc2)no1	19	1	-3	-4	0	-13%	-0.9%	-0.2	8
Cc1ccc(OCC(=O)N(Cc2ccco2)C2CCS(=O)(=O)C2)cc1C (stereo not drawn)	4	0	-6	-1	1	-10%	1.1%	0.3	16
COc1ccc(OC)c(NC(=O)c2cc3ccccc3o2)c1	1	-2	-5	-6	2	-1%	2.6%	0.4	-10
COc1ccc(CCC(=O)Nc2cccc(S(=O)(=O)N3CCCC3)c2)cc1OC	-4	4	-1	14	3	.	-1.8%	0.1	-18
Cc1cc(/C=C(/C#N)c2nc3ccccc3[nH]2)c(C)n1-c1ccccc1C(=O)O	0	-2	-3	-7	7	-10%	-0.2%	0.8	3
Cc1ccccc1NC(=S)NC(C)C(c1ccccc1)N1CCN(C)CC1 (stereo not drawn)	3	-23	0	-3	1	-5%	-0.2%	0.7	-9

Structures above containing an NH in an aromatic ring:
SMILES	TRHR PAM	RXFP1 antagonist	D1 PAM	D2 PAM	D1 agonist	Apoferritin bind	RXFP1 ag	TRHR ag	D1 antag
Cc1cc(C)c(S(=O)(=O)Nc2c(C)[nH]c(=O)[nH]c2=O)c(C)c1	-4	-25	-5	-6	0	-7%	2.2%	0.2	-1
O=c1[nH]c(CSc2nnc(Nc3ccccc3)s2)nc2ccccc12	-7	7	-3	-2	0	-2%	4.8%	0.3	9
COc1ccccc1NC(=O)CSc1nc(O)c(Cc2ccccc2)c(=O)[nH]1	18	-5	-8	2	0	-3%	-0.9%	0.2	-14
Cc1cc(/C=C(/C#N)c2nc3ccccc3[nH]2)c(C)n1-c1ccccc1C(=O)O	0	-2	-3	-7	7	-10%	-0.2%	0.8	3

Next compounds.
SMILES	TRHR PAM	RXFP1 antagonist	D1 PAM	D2 PAM	D1 agonist	Apoferritin bind	RXFP1 ag	TRHR ag	D1 antag
O=C(CCn1c(=O)oc2ccccc21)N1CCCCCC1	-3	-4	-1	-3	-1	4%	2.9%	0.5	-1
CCc1cc(C(=O)NCC(C)(C)N2CCOCC2)sc1C	-3	-6	-3	-11	5	.	-0.5%	0.4	2
Cc1ccc(C)c(-n2nnnc2SCC(=O)NCC2CCCO2)c1 (stereo not drawn)	1	-1	-5	-3	0	.	0.0%	-0.1	7
CC1CC(C)CN(CCCCOc2ccc([N+](=O)[O-])cc2)C1 (stereo not drawn)	-2	-4	-8	-25	4	4%	-0.1%	0.7	-3
Cc1cc(NC(=O)COC(=O)c2nccnc2N)n(-c2ccccc2)n1	10	-13	-1	-2	5	.	0.1%	-0.3	-2
Cc1ccc(NC(=O)N2CCC(NC(=O)c3cccc(F)c3)CC2)cc1	-4	5	-5	.	1	-1%	2.9%	-0.8	9
Cc1c(Cl)cccc1NS(=O)(=O)c1ccc2c(c1)C1C=CCC1C(c1ccc(C(=O)O)cc1)N2 (stereo not drawn)	4	-32	-3	9	1	-7%	-4.1%	-0.9	-6
COc1cccc2c(Cl)c(CC=C(Cl)Cl)c(C)nc12	2	?	7	1	1	-2%	1.9%	0.7	5
COCCCNC(=O)CNC(=O)c1nn(-c2ccc(OC)cc2OC)c(=O)c2ccccc12	-2	5	2	-4	-1	3%	-0.8%	1.1	7
O=c1[nH]c(SCc2ccc(Cl)cc2)nc2ccccc12	11	2	-2	-4	1	-19%	1.7%	-0.8	5
NC(CSC12CC3CC(CC(C3)C1)C2)C(=O)O (stereo not drawn)	1	-6	0	-7	2	-9%	-1.1%	0.3	8
O=C1CNC(=O)/C1=C\c1ccc(O)cc1	1	2	0	9	2	4%	0.6%	0.7	-6
COc1ccc(CCNC(=O)COc2ccc([N+](=O)[O-])cc2)cc1	-7	7	-7	-1	3	-14%	0.0%	-0.6	-10
COc1ccccc1NC(=O)c1ccc(Br)o1	-2	2	14	7	1	-2%	0.2%	0.3	4
O=C(Nc1ccnn1C1CCN(Cc2ccccc2)CC1)C1CCCC1	-6	-4	-5	-14	3	8%	1.0%	-0.8	-4
CCOC(=O)N1CCN(C(=O)CSc2nnc(CNC(=O)c3ccccc3F)o2)CC1	-1	10	-7	8	1	-2%	1.3%	0.7	-8
CC(C)(C)c1ccc(C(=O)NCC(c2ccco2)S(=O)(=O)c2ccccc2)cc1 (stereo not drawn)	0	-12	0	-5	1	-4%	10%	-0.3	-5
Cc1cc(C)cc(N(C(=O)c2csnn2)C(C(=O)NC(C)(C)C)c2ccncc2)c1 (stereo not drawn)	7	12	-1	4	3	-4%	0.0%	-0.3	2
COc1ccc(N2CCN(C(=O)C(CCSC)N=C3NS(=O)(=O)c4ccccc43)CC2)cc1 (stereo not drawn)	-1	2	-1	7	1	?	2.7%	-0.3	-16
O=C(COC(=O)c1ccc(O)cc1)NC(=O)NCc1ccccc1	9	2	-3	13	11	.	0.2%	1.3	21

Entries of single compounds from above. Values in the order: TRHR PAM | RXFP1 antagonist | D1 PAM | D2 PAM | D1 agonist | Apoferritin bind | RXFP1 ag | TRHR ag | D1 antag
COc1cccc2c(Cl)c(CC=C(Cl)Cl)c(C)nc12 is entered as 2 | ? | 7 | 1 | 1 | -2% | 1.9% | 0.7 | 5
O=C(Nc1ccnn1C1CCN(Cc2ccccc2)CC1)C1CCCC1 is entered as -6 | -4 | -5 | -14 | 3 | 8% | 1.0% | -0.8 | -4
O=C(COC(=O)c1ccc(O)cc1)NC(=O)NCc1ccccc1 is entered as 9 | 2 | -3 | 13 | 11 | . | 0.2% | 1.3 | 21
